Screening data as filed in PubChem.
mHTT CaM bind = disrupts binding of mutant huntingtin to calmodulin; P42858; AlphaScreen His-mHTT/GST-CaM binding, luminescence; inhibition, % at 15 µM; hit rate 3.6% among 190,000; AID 1671202;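 note: 0% = both proteins with DMSO and 100% = one protein alone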
Pf apPOL inh = Pf-apPOL DNA polymerase inhibition; Recombinant Pf-apPOL, molecular beacon fluorescence, 1.5 h; inhibition, % at 10 µM; hit rate 0.25% among 210,000; AID 1794808
* hit, by the source's call; i = inactive; . = no result given; & = joins results of further samples. Cut-off read from the data, not from the text of the source: active = inhibition above about 50%; inactive = the rest.

no.	Structure	mHTT CaM bind	Pf apPOL inh
1	CCCNC(=O)C1CN(C(=O)CC)CC1c1ccc(C)cc1 (stereo not drawn)	3	-3
2	Clc1ncnc2c1C(c1ccc(Br)cc1)c1c(Cl)ncnc1O2	29	-2
3	CN(C)Cc1c(O)ccc2c1OC(=Cc1ccccc1F)C2=O	1	-13
4	Cc1cc(NC(=O)c2ccc(N3C(=O)CCC3=O)cc2)c2cc(Br)ccc2n1	-14	-1
5	Cc1ccc(N2C(=O)CSC2c2ccc(Br)cc2)cc1F (stereo not drawn)	-10	-6
6	O=C(Cc1ccccc1)N1CCCC2(C1)Nc1cccnc1NC2=NC1CCCC1 (stereo not drawn)	48	-4
7	O=C1N/C(=C/c2ccc([N+](=O)[O-])cc2)C(=O)N1Cc1ccc(Cl)cc1	11	-8
8	O=C(NCCC(c1ccccc1)c1ccccc1)c1nc(-c2cnccn2)no1	-13	2

Three structures already listed, arranged by heavy-atom count, falling.
no.	Structure	mHTT CaM bind	Pf apPOL inh
6	O=C(Cc1ccccc1)N1CCCC2(C1)Nc1cccnc1NC2=NC1CCCC1 (stereo not drawn)	48	-4
4	Cc1cc(NC(=O)c2ccc(N3C(=O)CCC3=O)cc2)c2cc(Br)ccc2n1	-14	-1
1	CCCNC(=O)C1CN(C(=O)CC)CC1c1ccc(C)cc1 (stereo not drawn)	3	-3

Following part.
no.	Structure	mHTT CaM bind	Pf apPOL inh
9	N#CC1=C(N)C(C#N)(C#N)C(c2ccc(Cl)cc2Cl)C2CCCC=C12 (stereo not drawn)	49	2
10	CC(C)(C)NC(=O)C1CC(=O)OC12CCCCC2 (stereo not drawn)	3	-1
11	CN(C(=O)c1ccc(C(=O)c2ccccc2)cc1)c1ccccc1	-1	-8
12	O=C(NCc1cccc(Cl)c1)c1ccc2nc3ccc(Cl)cc3c(=O)n2c1	10	-2
13	CCOc1ccc(OCCCN2CCN(C)CC2)cc1	4	-1
14	COCCCNC(=O)C(C)C1CCN(C(=O)c2sc(-c3ccc(C)cc3)nc2C)CC1 (stereo not drawn)	22	-7
15	Nc1cc(=O)[nH]c(SCC(=O)Nc2nnc(-c3ccccc3)s2)n1	1	-2
16	O=C(NCc1ccccn1)C1CCc2sc(C(=O)N3CCCCC3)cc2C1 (stereo not drawn)	3	-8

Next records follow:
no.	Structure	mHTT CaM bind	Pf apPOL inh
17	COc1ccc(Cl)cc1N(CC(=O)Nc1cccc(C(C)=O)c1)S(C)(=O)=O	-1	1
18	Cc1ccccc1NC(=O)Nc1nnc(-c2ccc(F)cc2)s1	-3	-5
19	Cc1cc(Br)ccc1S(=O)(=O)NCc1cccnc1	-4	2
20	Cc1ccc(CNC(=O)C2(C)CCCN(C(=O)Nc3cccc(F)c3)C2)cc1 (stereo not drawn)	-7	0
21	CCOC(=O)C1CCCN(C(=O)c2cnn(-c3cccc(F)c3)c2C)C1 (stereo not drawn)	-4	-4
22	COc1ccc(N(C(C)C(=O)Nc2ccc(I)cc2)S(C)(=O)=O)cc1 (stereo not drawn)	-2	-7
23	CCOC(=O)N1CCN(C(=O)CSc2nc3[nH]ncc3c(=O)[nH]2)CC1	-18	-4
24	Cc1ccc(OCCSc2nc(N)cc(N)n2)c(C(C)C)c1	20&20	2&-6

The listing continues:
no.	Structure	mHTT CaM bind	Pf apPOL inh
25	CCNc1nc(NC(C)C)nc(OCCNC(=O)COc2ccc(Cl)cc2Cl)n1	11	-4
26	N#C/C(=C/c1cccs1)C(N)=S	0	.
27	Cc1cc(Cl)ccc1OCc1cn2cccnc2n1	9	-12
28	O=c1[nH]c2ccc(Cl)cc2c(-c2ccccc2)c1C1=NOC(c2ccccc2)C1 (stereo not drawn)	100*	-10
29	Cc1ccc(O)c(N=Cc2cccc([N+](=O)[O-])c2O)c1	20	-1
30	COc1ccccc1-c1cc(C(=O)N2CCCC2c2ccc(F)cc2)no1 (stereo not drawn)	-1	-4
31	COCCn1c(C2CCN(C(=O)c3cccc(Cl)c3)C2)nc2cccnc21 (stereo not drawn)	7	3
32	Cc1cc(C)cc(NC(=O)C2CCN(c3cc(=O)n(C)c(=O)n3C)CC2)c1	23	-5

Following part
no.	Structure	mHTT CaM bind	Pf apPOL inh
33	CC(C)(O)C#Cc1ccc(C=NOC(=O)Nc2ccc(Cl)cc2)cc1	.	-4
34	Cc1ccc(NC(=O)Cc2nc(-c3cccnc3)n[nH]2)cc1C	1	0
35	Cc1oc(C(=O)O)cc1COc1ccc2c3c(c(=O)oc2c1)CCCC3	3	2
36	O=[N+]([O-])c1ccc(CN2CCN(C3CCCCCC3)CC2)cc1	2	-10
37	COc1cccc(N2CCN(C(=O)c3cnn4c(C(F)(F)F)cc(-c5ccco5)nc34)CC2)c1	2	1
38	COCCCN1C(=O)C(=O)C(=C(O)c2ccc(S(=O)(=O)N(C)C)cc2)C1c1ccc(O)cc1 (stereo not drawn)	-2	4
39	O=C(Nc1c(F)cccc1F)N1CCc2nc(-c3ccccc3)ncc2C1	0	-4
40	CC1(C)Cc2cccc(OCC(=O)NCC(O)c3cccs3)c2O1 (stereo not drawn)	-3	10

The listing continues:
no.	Structure	mHTT CaM bind	Pf apPOL inh
41	O=C(Nc1ccc(F)c(Cl)c1)C1c2ccccc2C(=O)N2CCc3ccccc3C12 (stereo not drawn)	-4	2
42	CCOC(=O)c1cc(C)[nH]c(=O)n1	.	-3
43	COc1ccc(C(=O)Nc2c(C(C)C)cccc2C(C)C)cc1	-8	1
44	COc1ccc(C(=O)NC(Nc2ccccc2C)C(Cl)(Cl)Cl)cc1 (stereo not drawn)	-24	-4
45	COc1ccc(NC(=O)C2(N(CC(C)C)C(=O)Cn3nnnc3N)CCCCC2)cc1	2	-1
46	COc1ccc2c(c1)c(CN1CCC(C(=O)NCCCN3CCCCC3C)CC1)cn2C (stereo not drawn)	8	1
47	CC(=O)N1CCc2ccc(NC(=O)Nc3ccccc3Cl)cc2C1	-5	-11
48	CCC1CCCCN1S(=O)(=O)c1ccc(F)c(C(=O)Nc2ccc(F)c(Cl)c2)c1 (stereo not drawn)	20	-8

Next part:
no.	Structure	mHTT CaM bind	Pf apPOL inh
49	CCOc1ccc(-c2[nH]ncc2CN2CCCC2c2cc(C)on2)cc1 (stereo not drawn)	5	2
50	CC(C)CNC(=O)c1ccc(-c2ccc(F)cc2)nc1	-9	-4
51	N#CCSc1nc2c(c(C3CC=CCC3)c1C#N)CCC2 (stereo not drawn)	-28&-8	0
52	CS(=O)(=O)NC1CC2CC1N(C(=O)c1n[nH]c3ccccc13)C2 (stereo not drawn)	-4	-1
53	CCN(CC)C(=O)CCC1CCCN(c2cc(NC3CC3)ncn2)C1 (stereo not drawn)	-4	-3
54	Cc1cc(OCC(=O)Nc2ccc(S(=O)(=O)Nc3ncccn3)cc2)cc(C)c1Cl	-3	-1
55	Cc1cccc(NC(=O)COc2ccc(C(C)C)cc2)n1	-37	-4
56	CC(C)C(=O)N1CCc2ccc(C(=O)N3CCCCC3)cc21	-7	0

Retrieved by compound from above (5):
no.	Structure	mHTT CaM bind	Pf apPOL inh
56	CC(C)C(=O)N1CCc2ccc(C(=O)N3CCCCC3)cc21	-7	0
52	CS(=O)(=O)NC1CC2CC1N(C(=O)c1n[nH]c3ccccc13)C2 (stereo not drawn)	-4	-1
53	CCN(CC)C(=O)CCC1CCCN(c2cc(NC3CC3)ncn2)C1 (stereo not drawn)	-4	-3
54	Cc1cc(OCC(=O)Nc2ccc(S(=O)(=O)Nc3ncccn3)cc2)cc(C)c1Cl	-3	-1
50	CC(C)CNC(=O)c1ccc(-c2ccc(F)cc2)nc1	-9	-4

The listing continues:
no.	Structure	mHTT CaM bind	Pf apPOL inh
57	CN(C)S(=O)(=O)c1ccc(C(=O)NCC2CCN(S(=O)(=O)C3CC3)CC2)cc1	-6	-8
58	CN(C)C=Nc1c(C#N)cnn1-c1ccc(Cl)cc1	.	-19&-17
59	Cc1occ(-c2cc(F)ccc2Cl)c1C(=O)NC1Cc2ccccc2C1	.	-3
60	O=C(C1CCCN(S(=O)(=O)c2cccs2)C1)N1CCn2c1cc1ccccc12 (stereo not drawn)	12	-7
61	C/C(O)=C1/C(=O)NC2(C)CC1c1cc(Br)ccc1O2 (stereo not drawn)	-4	-4
62	CC(NC(=O)C1=C2CCCN2c2ccccc2S1(=O)=O)c1ccccc1 (stereo not drawn)	0	1
63	CS(=O)(=O)N(Cc1ccccc1)c1ccc(C(=O)N2CCN(c3ccccc3)CC2)cc1	44	-10
64	CC(=O)N1CCc2sc(S(=O)(=O)Nc3ccc(C(C)C)cc3)cc2C1	8	-6

The list goes on:
no.	Structure	mHTT CaM bind	Pf apPOL inh
65	Cc1ccc(NC(=O)CSc2nc(N)cc(N)n2)cc1	4	-11
66	Cc1nc(SCc2cccc(CSc3n[nH]c(C)n3)c2)n[nH]1	-3	-4
67	O=C(Cc1ccc(F)cc1)N1CCCc2ccccc21	-14	27
68	COc1ccc(OC)c(S(=O)(=O)n2nnc3cc(Cl)ccc32)c1	100*	-10
69	c1ccc(CN2CCN(c3cnn4cnnc4c3)CC2)cc1	16	11
70	COc1ccc(CNC(=O)C2CCN(S(=O)(=O)N3CC(C)CC(C)C3)CC2)cc1 (stereo not drawn)	8	-13
71	O=S1(=O)CC(N2CCN(CCO)CC2)CN1Cc1cn(Cc2ccccc2)nn1 (stereo not drawn)	-13	0
72	COc1cc(C2=NN(C(C)=O)C(C)(C)O2)cc(OC)c1OC	-6	-3

Record cards (already shown). Values in the order: mHTT CaM bind | Pf apPOL inh
`O=C(Cc1ccc(F)cc1)N1CCCc2ccccc21` across the screens: -14 | 27
`COc1cc(C2=NN(C(C)=O)C(C)(C)O2)cc(OC)c1OC` across the screens: -6 | -3
`c1ccc(CN2CCN(c3cnn4cnnc4c3)CC2)cc1` across the screens: 16 | 11
`Cc1nc(SCc2cccc(CSc3n[nH]c(C)n3)c2)n[nH]1` across the screens: -3 | -4
`O=S1(=O)CC(N2CCN(CCO)CC2)CN1Cc1cn(Cc2ccccc2)nn1` (stereo not drawn) across the screens: -13 | 0

New compounds follow.
no.	Structure	mHTT CaM bind	Pf apPOL inh
73	Cc1oc(C2CCN(C(=O)c3ccc(F)cc3)CC2)nc1C(=O)N(C)C	-13	1
74	CCc1ccccc1N(C)C(=O)c1noc2c1CCCC2	11	-2
75	CC1(C)CC(=O)C=C(NCCc2ccc(S(N)(=O)=O)cc2)C1	6	-5
76	CCCCn1c(NCCc2ccc(OC)c(OC)c2)nc2c1c(=O)[nH]c(=O)n2C	0	11
77	Cc1nn(-c2ccc(Nc3ccc(NC(=O)c4ccccc4F)cc3)nn2)c(C)c1C	50	-1
78	CCc1ccc(NC(=O)C(=O)NCC2CCCO2)cc1 (stereo not drawn)	2	1
79	O=C(COc1ccc(F)c(F)c1)N1CCc2c(nc3cc(-c4ccccc4)[nH]n3c2=O)C1	2	1
80	C[C@@H]1COc2cccc(F)c2S(=O)(=O)N1C	-16	-4

Other results.
no.	Structure	mHTT CaM bind	Pf apPOL inh
81	CN(C)CC1CN(C(=O)COc2ccc(F)cc2)CC12CCOCC2 (stereo not drawn)	-11	0
82	CC(=O)NS(=O)(=O)c1ccc(NC(=O)CN2C(=O)c3ccccc3C2=O)cc1	-1	-3
83	COc1ccc2c(c1)CN1CN(Cc3ccccc3)S(=O)(=O)CC21 (stereo not drawn)	-8	-5
84	CN(C)c1ccc(/C=C2/SC(=O)NC2=O)cc1Br	-5	-34
85	Cc1ccc2c(c1)C1=C(C(c3cccs3)O2)C(c2ccccc2)n2ncnc2N1 (stereo not drawn)	35	1
86	COC(=O)c1ccc2c(c1)C(=O)C(=Cc1ccc(O)c(OC)c1)O2	3	-5
87	CN1c2ccccc2Oc2nnc(N3CCCCC3)cc21	5	7
88	COc1ccc(N=Cc2nc(-c3ccco3)oc2O)cc1	9	-3

The list goes on:
no.	Structure	mHTT CaM bind	Pf apPOL inh
89	O=C(Nc1cccc(C(F)(F)F)c1)C1CCc2nc(N3CCCCC3)ncc2C1 (stereo not drawn)	-7	-5
90	Cc1nc(C)c(Cc2ccccc2C)c(N2CCN(C(=O)N(C)C)CC2)n1	5	1
91	CC(=O)Nc1cccc(N2CC(C(=O)NCCC3=CCCCC3)CC2=O)c1 (stereo not drawn)	7	-3
92	O=C(Nc1cccn2ncnc12)c1cccs1	4	0
93	CC1=C(C(=O)Nc2ccc(C)cc2C)C(c2cccnc2)n2nnnc2N1 (stereo not drawn)	-6	-7
94	CCCCCOC(=O)Nc1nc(=O)n([C@@H]2O[C@H](C)[C@H](O)C2O)cc1F (stereo partly drawn)	.	-3
95	COc1ccccc1CC(=O)N1CC(C)CC(C)C1 (stereo not drawn)	-4	-1
96	COc1cccc(NC(=O)C2CC(=O)N(c3ccc(OC(C)C)cc3)C2)c1 (stereo not drawn)	4	-2

Remaining list, next part:
no.	Structure	mHTT CaM bind	Pf apPOL inh
97	Cc1cccc(CNC(=O)c2cn3ccncc3n2)c1	-1	2
98	CCc1cc2c(=O)c(Oc3ccccc3)c(C)oc2cc1O	-4	1
99	COc1cccc(Nc2ccc3noc4c3c2C(=O)c2ccccc2-4)c1	58*	-23
100	COc1ccc(Nc2ncc3c(n2)CCN(Cc2ccc4c(c2)OCCO4)C3)c(OC)c1	1	-1
101	OCC1(CO)COC(COc2ccccc2)=N1	-1	.
102	COc1ccc(C(=O)O/N=C2\c3ccccc3-c3nc4ccccc4nc32)cc1	i	2
103	Cc1cc(OC(=O)c2c(C)cc(O)cc2O)cc(O)c1C(=O)O	.	4
104	CCC(=O)N1CCc2cc(Br)cc(S(=O)(=O)NCc3cccs3)c21	6	-4
105	CC1=NN(S(=O)(=O)c2ccc(C)cc2)C(C)(C)C1	5	-5
106	Cc1ccc(-c2cnc3ccccc3n2)cc1N	4	-10
